Screening data (PubChem BioAssay)
HT1080 IDH1KD tx: toxicity to HT-1080 IDH1 knockdown cells (counter line); HT-1080 IDH1 knockdown viability, ATP luminescence, 48 h; 2% of 360,000 active; Potency, µM (highest dose often 46.1 µM), for inactives: at the highest dose activity, negative = toxicity, actives largely listed as cytotoxic;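 note: potency is the fitted concentration of half-maximal effect; 0% = DMSO wells and -100% = cell-free medium wells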
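After a 2 h attachment period, IDH1KD HT-1080 cells took pin-transferred compound for 48 h at 37 °C; ATP-based luminescence after 10 min room-temperature reagent incubation reported viability.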
MCF10A rereplic: induces DNA re-replication in MCF 10a normal breast cells; MCF 10A DNA re-replication, Hoechst nuclear intensity, 48 h; Potency, µM (series often up to 46.1 µM), inactives show top-dose activity, positive = re-replication, most hits filed as activators; 2.9% of 350,000 active; AID 624296; note: potency is the fitted concentration of half-maximal effect; % of control where 0% means no effect; nearly all actives have a fitted effect of over 50% in size
KB-V1 MDR tox: kills drug-selected multidrug resistant KB-V1 cells; KB-V1 MDR cells viability, CellTiter-Glo, 72 h; Potency, µM (highest dose often 46.1 µM), without a hit: at the highest dose activity change, negative = cytotoxicity, most hits filed as cytotoxic; 3.4% of 400,000 active; AID 1347076; note: potency is the fitted concentration of half-maximal effect; % is set by controls: 0 for no effect and ±100 for the full control effect; nearly all actives have a fitted effect of over 60% in size
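Compound-treated KB-V1 multidrug-resistant cells, 72 h, 37 degrees C; viability by CellTiter-Glo. Fitted qHTS curves give the values.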
IL1B secr inh: blocks inflammasome-driven IL-1 beta release | THP-1 LPS/ATP IL-1B secretion, AlphaLISA, 16 h; stronger effect = lower value | activity change, % at 57.5 µM | 4.7% of 360,000 active; in the data active = activity change below about -50%; inconclusive = mostly about -30% to -49%; note: % is set by controls: 0 for no effect and ±100 for the full control effect
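THP-1 cells pretreated 1 hr with compounds (up to 57.5 uM final), then stimulated with LPS (250 ng/mL final) plus ATP (1.25 mM final); secreted IL-1B measured by AlphaLISA after 16 hr, decreased signal indicating inhibition.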
KB-3-1 cytotox: kills parental KB-3-1 adenocarcinoma cells | KB-3-1 viability, CellTiter-Glo ATP luminescence, 72 h | Potency, µM (titrated, usually from 46.1 µM), without a hit: top-dose activity change, negative = cytotoxic, actives largely listed as cytotoxic | 1.4% of 400,000 active | AID 1347075; note: potency is the fitted concentration of half-maximal effect; % is set by controls: 0 for no effect and ±100 for the full control effect; nearly all actives have a fitted effect of over 60% in size
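Luminescent ATP read-out (CellTiter-Glo) measures survival of drug-naive KB-3-1 cells after 72 h compound exposure at 37 °C. Titration series was screened from lowest to highest concentration, with DMSO vehicle plates as background controls.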
HT1080NT lethal: kills 2HG-producing HT-1080-NT fibrosarcoma cells; 1.6% of 360,000 active; HT-1080-NT fibrosarcoma viability, CellTiter-Glo ATP luminescence, 48 h; Potency, µM (doses to about 46.1 µM), for the others: at the top dose activity, negative = less viability, hits mostly cytotoxic;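 note: NT is the 2HG producing partner of a matched IDH1 knockdown line; potency is the fitted concentration of half-maximal effect; 0% = DMSO-treated cells and -100% = media-only wells without cells; nearly all actives have a fitted effect of over 55% in size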
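A 48-hour cytotoxicity screen used HT-1080-NT cells plated 2 hours before compound delivery. ATP-based CellTiter-Glo luminescence measured viability, normalized to DMSO and no-cell controls.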
GLP1R cytotox: cytotoxicity counter-screen for GLP-1 receptor inverse agonists. 0.13% of 410,000 active. Potency, µM (series often up to 38.3 µM), for the others: top-dose activity change, negative = inhibition, most hits filed as inhibitors. HEK293 cAMP-luciferase reporter cells, luminescence, 24 h;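 note: loss of luciferase light is scored as toxicity; potency is the fitted concentration of half-maximal effect; % is set by controls: 0 for no effect and ±100 for the full control effect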
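Seeding density was 200 cells/uL; after overnight-length (12 h) culture, 23 nL compounds went on for 24 h at 37 °C. Readout used a luciferase detection reagent, luminescence taken after 12 min at room temperature.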
D3 ag: activates the human D3 dopamine receptor; P35462; D3R DiscoveRx beta-arrestin cells, luminescence, 90 min; max activation, %; 0.58% of 410,000 active; AID 652048; in the data active = max activation above about 30%; note: 0% is about no effect; mostly tested at two doses, the higher about 12 µM
Target sequence (P35462 whole entry, looked up): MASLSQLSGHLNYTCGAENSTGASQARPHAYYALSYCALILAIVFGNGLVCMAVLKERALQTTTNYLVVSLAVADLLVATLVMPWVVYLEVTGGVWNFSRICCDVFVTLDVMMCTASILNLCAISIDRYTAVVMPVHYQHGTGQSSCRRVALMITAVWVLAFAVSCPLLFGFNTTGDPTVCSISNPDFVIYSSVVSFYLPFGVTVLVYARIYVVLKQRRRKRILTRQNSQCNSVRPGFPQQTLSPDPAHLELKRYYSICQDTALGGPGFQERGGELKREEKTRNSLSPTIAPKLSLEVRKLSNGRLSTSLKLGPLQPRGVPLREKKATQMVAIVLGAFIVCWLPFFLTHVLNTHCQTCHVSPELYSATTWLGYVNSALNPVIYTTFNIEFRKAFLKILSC
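Cells at 1500/well, incubated overnight, then treated with pinned compounds (dopamine as control) for 90 min at 37 degrees C. DiscoveRx reagent added for 30 - 60 minutes at room temperature; luminescence read.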
SW480 rereplic: induces DNA re-replication in SW480 colon adenocarcinoma cells. SW480 DNA re-replication, Hoechst DNA content imaging, 48 h. Potency, µM (top dose mostly 46.1 µM), for inactives: top-dose re-replication activation, actives largely listed as activators. 1.8% of 340,000 active; note: potency is the fitted concentration of half-maximal effect; % of control where 0% means no effect; nearly all actives have a fitted effect of over 55% in size
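Cells (250 per well) received 23 nL compound or DMSO by pin tool and were kept 48 hr at 37 C, 5% CO2. Nuclei were then stained with Hoechst for 40 min and scanned for DNA content.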
* = called active by the depositor; [ ] = dose if it differs, or a comment. Unless noted, calls come from the whole dose curve; as a rule, active = well fitted curve in the direction sought with a large enough effect; inconclusive = small, poorly fitted or top-dose-only effect, or another doubt; inactive = no such curve, though single readings can be large; an effect the other way counts as inactive or inconclusive. Compounds as they come; about 11% have a hit in one of these screens.

Results for COc1ccccc1N1CCN(C/C(O)=C(\C#N)c2nc(-c3ccccc3)cs2)CC1 ?
HT1080 IDH1KD tx: -0.8%; MCF10A rereplic: inconclusive; KB-V1 MDR tox: inconclusive; IL1B secr inh: 1.6; KB-3-1 cytotox: -7.6%; HT1080NT lethal: 1.9%; GLP1R cytotox: -2.3%; D3 ag: -3.8; SW480 rereplic: inconclusive

How did CC12CCC(=O)C=C1CCC1C3CC(O)C(O)(C(=O)CO)C3(C)CC(O)C12F (configuration not stated) do in these assays?
HT1080 IDH1KD tx: inconclusive; MCF10A rereplic: 0.2%; KB-V1 MDR tox: 4.5%; IL1B secr inh: inconclusive; KB-3-1 cytotox: 0.8%; HT1080NT lethal: inconclusive; GLP1R cytotox: -0.5%; D3 ag: 6.0; SW480 rereplic: -4.7%

Results for CCOP(=O)(OCC)C(NC(=O)Nc1ccc(Cl)cc1)C(=O)N(CC)CC (configuration not stated) ?
HT1080 IDH1KD tx: -0.2%; MCF10A rereplic: -0.9%; KB-V1 MDR tox: 20.5%; IL1B secr inh: -1.6; KB-3-1 cytotox: 0.9%; HT1080NT lethal: -6.6%; GLP1R cytotox: 4.1%; D3 ag: -9.9; SW480 rereplic: 5.4%

Results for COc1ccc(CCNC(=O)C(=O)N2CCCCC2)cc1OC ?
HT1080 IDH1KD tx: 18.2%; MCF10A rereplic: -0.5%; KB-V1 MDR tox: 17.4%; IL1B secr inh: 4.7; KB-3-1 cytotox: -2.1%; HT1080NT lethal: 10.0%; GLP1R cytotox: -8.7%; D3 ag: 1.1; SW480 rereplic: -3.3%

What do the screens show for `CCC1=NN2C(=N)/C(=C\c3ccc(OCCOc4ccccc4OC)cc3)C(=O)N=C2S1`?
HT1080 IDH1KD tx: 6.2%; MCF10A rereplic: -1.4%; KB-V1 MDR tox: inconclusive; IL1B secr inh: -3.0; KB-3-1 cytotox: -4.2%; HT1080NT lethal: -7.7%; GLP1R cytotox: -3.9%; D3 ag: 0.2; SW480 rereplic: -1.9%

How did O=C(COC(=O)CCCC1=NS(=O)(=O)c2ccccc2N1)Nc1ccccc1 do in these assays?
HT1080 IDH1KD tx: -1.9%; MCF10A rereplic: -6.2%; KB-V1 MDR tox: 6.8%; IL1B secr inh: -5.1; KB-3-1 cytotox: -0.2%; HT1080NT lethal: -1.6%; GLP1R cytotox: -3.6%; D3 ag: 2.9; SW480 rereplic: 0.3%

What do the screens show for `O=C1c2ccccc2C(c2nnnn2Cc2ccccc2)N1CCCN1CCOCC1` (configuration not stated)?
HT1080 IDH1KD tx: 3.6%; KB-V1 MDR tox: -21.5%; IL1B secr inh: 0.0; KB-3-1 cytotox: 9.1%; HT1080NT lethal: 0.3%; GLP1R cytotox: 19.3%; D3 ag: -9.0

What do the screens show for `CC(=O)c1cccc(NC(=S)N2CCN(S(=O)(=O)c3ccccc3)CC2)c1`?
HT1080 IDH1KD tx: -11.7%; MCF10A rereplic: 0.7%; KB-V1 MDR tox: 0.0%; IL1B secr inh: 0.0; KB-3-1 cytotox: -3.0%; HT1080NT lethal: -6.3%; GLP1R cytotox: 1.6%; D3 ag: -26.0; SW480 rereplic: -2.0%

What do the screens show for `COc1ccccc1NC(=O)C(C)Sc1nc2ccccc2c(=O)n1CC1CCCO1` (configuration not stated)?
HT1080 IDH1KD tx: -4.8%; MCF10A rereplic: 15.2%; KB-V1 MDR tox: -21.3%; IL1B secr inh: -1.2; KB-3-1 cytotox: 1.3%; HT1080NT lethal: 2.7%; GLP1R cytotox: 5.2%; D3 ag: -6.4; SW480 rereplic: -1.4%

How did CCn1c2ccc(F)cc2c2nnc(SCCN3CCOCC3)nc21 do in these assays?
HT1080 IDH1KD tx: -8.1%; MCF10A rereplic: 1.5%; KB-V1 MDR tox: inconclusive; IL1B secr inh: -10.1; KB-3-1 cytotox: -0.4%; HT1080NT lethal: -19.9%; GLP1R cytotox: 0.3%; D3 ag: 7.5; SW480 rereplic: -9.1%

What do the screens show for `CC(C)CC(NC(=O)c1ccc(Cl)cc1)C(=O)O` (configuration not stated)?
HT1080 IDH1KD tx: 1.4%; MCF10A rereplic: 10.6%; KB-V1 MDR tox: -3.9%; IL1B secr inh: 0.3; KB-3-1 cytotox: -4.8%; HT1080NT lethal: 5.8%; GLP1R cytotox: 8.5%; D3 ag: -0.3; SW480 rereplic: -2.0%

Results for O=C(NCC(=O)N(Cc1ccco1)C(C(=O)NC1CCCCC1)c1cccnc1)c1cccs1 (configuration not stated) ?
HT1080 IDH1KD tx: 9.6%; MCF10A rereplic: 6.0%; KB-V1 MDR tox: -12.4%; IL1B secr inh: 4.3; KB-3-1 cytotox: -0.3%; HT1080NT lethal: -0.9%; GLP1R cytotox: -16.6%; D3 ag: 2.5; SW480 rereplic: 1.0%

What do the screens show for `O=C1CN(C(=O)COc2ccc(Cl)cc2Cl)C(c2ccc(F)cc2)c2cc(F)ccc2N1` (configuration not stated)?
KB-V1 MDR tox: -5.8%; KB-3-1 cytotox: -16.8%; GLP1R cytotox: -1.5%; D3 ag: -13.3

What do the screens show for `Cc1ccc(NC(=O)CN2C(=O)COc3ccc(S(=O)(=O)NC4CCCC4)cc32)c(Cl)c1`?
KB-V1 MDR tox: -6.5%; KB-3-1 cytotox: 4.7%; GLP1R cytotox: -0.2%; D3 ag: -7.0

How did COC(=O)N1CC(c2ccccc2)CC1=O (configuration not stated) do in these assays?
HT1080 IDH1KD tx: -22.6%; MCF10A rereplic: -2.8%; KB-V1 MDR tox: 26.9%; IL1B secr inh: 0.0; KB-3-1 cytotox: -2.0%; HT1080NT lethal: 4.0%[9.24 µM]; GLP1R cytotox: -7.1%; D3 ag: 2.9; SW480 rereplic: 1.0%

How did COC(=O)c1ccccc1NS(=O)(=O)c1ccc2[nH]c(=O)[nH]c2c1 do in these assays?
HT1080 IDH1KD tx: 6.5%; MCF10A rereplic: 13.1%; KB-V1 MDR tox: 3.2%; IL1B secr inh: -16.3; KB-3-1 cytotox: inconclusive; HT1080NT lethal: 9.2%; GLP1R cytotox: -31.4%; D3 ag: -2.9; SW480 rereplic: -0.2%

How did CC(CNC(=O)CN1C(=O)NC2(CCOc3ccccc32)C1=O)c1ccccc1 (configuration not stated) do in these assays?
HT1080 IDH1KD tx: 8.8%; MCF10A rereplic: 9.4%; KB-V1 MDR tox: inconclusive; IL1B secr inh: -2.1; KB-3-1 cytotox: 14.5%; HT1080NT lethal: 0.4%[9.24 µM]; GLP1R cytotox: -7.8%; D3 ag: 0.1; SW480 rereplic: 5.6%

What do the screens show for `O=C(Cn1cc(C(F)(F)F)ccc1=O)Nc1ccccc1`?
HT1080 IDH1KD tx: 13.6%; MCF10A rereplic: -4.5%; KB-V1 MDR tox: 5.0%; IL1B secr inh: -1.2; KB-3-1 cytotox: 5.2%; HT1080NT lethal: 3.0%; GLP1R cytotox: -8.5%; D3 ag: 2.9; SW480 rereplic: 1.4%

Results for c1ccc2sc(N3CCN(Cc4nnnn4CC4CCCO4)CC3)nc2c1 (configuration not stated) ?
HT1080 IDH1KD tx: -12.6%; MCF10A rereplic: -5.1%; KB-V1 MDR tox: inconclusive; IL1B secr inh: 5.1; KB-3-1 cytotox: inconclusive; HT1080NT lethal: -15.1%; GLP1R cytotox: 0.8%; D3 ag: -1.8; SW480 rereplic: -15.0%

How did CCOc1ccccc1NC(=O)/C(C#N)=C/c1c(C)nn(-c2ccc(F)cc2)c1Cl do in these assays?
HT1080 IDH1KD tx: -6.1%; MCF10A rereplic: inconclusive; KB-V1 MDR tox: 26.4%; IL1B secr inh: -9.9; KB-3-1 cytotox: -6.9%; HT1080NT lethal: -6.6%; GLP1R cytotox: 13.9%; D3 ag: 3.7; SW480 rereplic: -3.5%

What do the screens show for `O=C(COc1ccc(Cl)cc1)Nc1ccc(-c2nc3cc(Cl)ccc3o2)c(O)c1`?
KB-V1 MDR tox: 0.8%; KB-3-1 cytotox: 7.7%; GLP1R cytotox: 8.0%; D3 ag: -4.0

How did Cc1ccc(C(=O)NCCc2c[nH]c3ccccc23)s1 do in these assays?
HT1080 IDH1KD tx: -6.7%; MCF10A rereplic: inconclusive; KB-V1 MDR tox: -23.5%; IL1B secr inh: -10.1; KB-3-1 cytotox: 1.5%; HT1080NT lethal: -12.6%; GLP1R cytotox: 2.1%; D3 ag: -3.3; SW480 rereplic: -3.6%

Results for O=C(NC(=S)Nc1cccc(F)c1)c1cccc([N+](=O)[O-])c1 ?
HT1080 IDH1KD tx: -2.3%; MCF10A rereplic: 3.0%; KB-V1 MDR tox: 1.4%; IL1B secr inh: -3.5; KB-3-1 cytotox: 1.1%; HT1080NT lethal: -0.5%; GLP1R cytotox: 9.3%; D3 ag: -9.2; SW480 rereplic: -6.6%

Results for O=[N+]([O-])c1cccc(S(=O)(=O)N2CCc3ccccc3C2)c1 ?
HT1080 IDH1KD tx: -1.3%; MCF10A rereplic: 8.7%; KB-V1 MDR tox: -1.7%; IL1B secr inh: 30.3; KB-3-1 cytotox: 4.1%; HT1080NT lethal: 8.2%; GLP1R cytotox: 0.0%; D3 ag: 0.0; SW480 rereplic: -6.5%

Results for COc1ccc(CCNC(=O)c2c(C)noc2C)cc1 ?
HT1080 IDH1KD tx: 8.3%; MCF10A rereplic: -0.8%; KB-V1 MDR tox: 3.0%; IL1B secr inh: 3.7; KB-3-1 cytotox: 4.8%; HT1080NT lethal: 3.8%; GLP1R cytotox: 4.8%; D3 ag: 0.2; SW480 rereplic: -1.9%

Results for CCCCCCCCc1nc(SC(C)C(=O)O)n[nH]1 (configuration not stated) ?
HT1080 IDH1KD tx: 0.3%; MCF10A rereplic: -1.5%; KB-V1 MDR tox: -5.7%; IL1B secr inh: 20.8; KB-3-1 cytotox: 13.5%; HT1080NT lethal: 9.9%; GLP1R cytotox: 4.1%; D3 ag: 0.0; SW480 rereplic: -2.8%
